Compound activity (PubChem BioAssay)
S100A4 inh HTS – inhibitors of S100A4-myosin IIA peptide binding, primary screen, biochemical, fluorescence polarization, TAMRA-MyoIIA peptide; inhibition, % at 10.7 µM; 360,000 compounds, 0.14% hits;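 active = mean inhibition of at least 70% across replicates, with every replicate also reaching that level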
Target sequence (P26447 whole entry, looked up): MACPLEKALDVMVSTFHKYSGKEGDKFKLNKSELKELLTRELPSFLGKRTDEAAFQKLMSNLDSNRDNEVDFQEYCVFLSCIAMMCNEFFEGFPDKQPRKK
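assay system = human S100A4 monomer with TAMRA-labelled myosin IIA peptide | also added = labelled myosin peptide probe, 5 nM | incubation = 5 min between mix addition and reading | control set = DMSO and TFP controls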
LGR2 antag – inhibitors of bursicon-induced LGR2 CRE-luciferase signal, primary screen, cell-based, HEK293, CRE-luciferase reporter, bursicon stimulation; bursicon-stimulated, 4 h; inhibition, % at 9.99 µM; 380,000 compounds, 0.35% hits;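 active = drop in luminescence signal, shown as inhibition above about 50% in the replicate tests, limit read from the data, passing the limit was not always enough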;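 also: agonist challenge used bursicon conditioned medium at about half maximal strength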
Casp6 inh – human caspase-6 inhibitors, primary screen, biochemical, VEID-R110 fluorescence, single point, set 2; P55212; purified caspase-6, Z-VEID-R110 cleavage fluorescence; inhibition, % at 12.5 µM; 350,000 compounds, 0.53% hits;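 active = mean inhibition across replicates at least about 35%, with every replicate also reaching that limit, limit read from the data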;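 also: 0% = median of neutral control wells and 100% = no fluorescence left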
Target sequence (P55212 24-179 limits assumed): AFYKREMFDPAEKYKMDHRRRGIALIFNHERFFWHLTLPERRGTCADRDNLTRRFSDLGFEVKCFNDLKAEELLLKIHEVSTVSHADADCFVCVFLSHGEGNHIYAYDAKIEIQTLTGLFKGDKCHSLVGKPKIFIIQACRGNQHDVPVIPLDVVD
Target sequence (P55212 194-293 limits assumed): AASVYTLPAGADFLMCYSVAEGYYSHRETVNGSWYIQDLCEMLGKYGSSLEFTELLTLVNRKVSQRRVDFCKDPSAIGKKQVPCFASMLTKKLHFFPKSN
SIRT5 inh – SIRT5 desuccinylase inhibitors, primary screen, biochemical, fluorescence imaging, single point, set 5; Purified SirT5, succinyl-peptide AMC, trypsin-coupled fluorescence; inhibition, % at 15 µM; 330,000 compounds, 1.1% hits; AID 652115, 2013; in the data active = inhibition above about 15%
Target sequence (Q9NXA8 whole entry, looked up): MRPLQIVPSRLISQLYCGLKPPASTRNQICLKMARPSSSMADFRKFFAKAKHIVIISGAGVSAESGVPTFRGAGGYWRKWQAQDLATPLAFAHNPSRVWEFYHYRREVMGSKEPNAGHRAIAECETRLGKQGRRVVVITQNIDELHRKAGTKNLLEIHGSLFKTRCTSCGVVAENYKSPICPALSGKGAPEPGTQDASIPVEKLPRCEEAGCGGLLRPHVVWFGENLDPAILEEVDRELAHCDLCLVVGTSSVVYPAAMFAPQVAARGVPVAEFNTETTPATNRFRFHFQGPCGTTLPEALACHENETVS
FN deposition inh – inhibitors of fibronectin matrix deposition, primary screen, AH1F cells, Alexa488-fibronectin fluorescence, plate reader; AH1F fibroblasts, overnight; inhibition, % at 12.6 µM; 350,000 compounds, 0.086% hits; AID 743247, 2014;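 active = mean inhibition across replicates of 30% or more, regardless of how many single replicates reach that level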;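 also: positive control wells lacked labelled fibronectin entirely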
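Schedule: 1 h cell adhesion before compound, then overnight fibronectin incubation; test system: AH1F fibroblast monolayer depositing Alexa488-labelled fibronectin into matrix; quantity: 10000 AH1F cells per well; probe or stimulus: fluorescent fibronectin at 24 nM final; signal: fluorescence, ex 485 nm, em 525 nm; evaluation: percent inhibition as loss of matrix-bound fibronectin fluorescence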
esBAF inh – Bmi1 luciferase reporter increase in mESCs, primary screen, esBAF inhibitor project, mouse ES cells, Bmi1 luciferase knock-in, single point. reporter increase, % at 12.5 µM. 350,000 compounds, 2% hits. 24 h; 100% = twice the neutral-well signal; in the data active = activation above about 40%;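 also: 0% = median of the plate's neutral control wells and 100% = double that signal; a rise in the Bmi1 reporter signal indicates esBAF inhibition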
C2C12 statin – suppressors of statin myotoxicity in C2C12 myotubes, primary screen, cell-based, single point, plate reader | C2C12 myotubes + simvastatin, ATP luminescence, 48 h; scaled: DMSO 0, geranylgeraniol control 100 | rescue of ATP level, % at 7.49 µM | 330,000 compounds, 0.78% hits | AID 602340, 2012;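 active = mean ATP rescue above about 67%, or every replicate alone reaching that limit, limit read from the data, passing the limit was not always enough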;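 also: myotubes were challenged with 10 µM simvastatin during compound exposure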
Active calls of the source: *; . = no result given. A portion of the library; rates above refer to the full screens.

entry	SMILES	S100A4 inh HTS	LGR2 antag	Casp6 inh	SIRT5 inh	FN deposition inh	esBAF inh	C2C12 statin
1	COCC#Cc1cnc2c(c1)C(=O)N([C@H](C)CO)C[C@@H](C)[C@@H](CN(C)C(=O)Nc1cccc(F)c1)O2	-2	-4	-1	1	0	-1	-4
2	CCOC(=O)C1=C(c2ccccc2)NC(=O)NC1c1ccc(O)c(OCC)c1 (configuration not stated)	-1	-4	.	0	-3	3	11
3	COc1cccc(C#Cc2cnc3c(c2)C(=O)N([C@H](C)CO)C[C@@H](C)[C@@H](CN(C)C(=O)C2CCCCC2)O3)c1	7	1	-3	3	.	0	16
4	COc1ccc(C2CC(c3c(Cl)cccc3Cl)n3nc(N)nc3N2)cc1 (configuration not stated)	-1	1	-2	.	-14	-4	9
5	Cc1cccc(N(CC(=O)Nc2cccnc2)S(C)(=O)=O)c1	0	12	-1	0	-5	-6	6
6	O=S(=O)(c1cccc(NC(=S)NCc2ccco2)c1)N1CCOCC1	.	-11	.	.	11	-5	-10
7	Nc1nc2n(n1)C(c1ccc(Cl)cc1)CC(c1ccc(F)cc1)N2 (configuration not stated)	8	-4	-1	-1	13	2	-2
8	O=C(c1cnccn1)N1CC(=O)N2[C@H](CO)[C@@H](c3ccc(-c4ccc(F)cc4)cc3)[C@H]2C1	124*	-1	3	1	.	.	.
9	CCC(=O)Nc1ccc2c(c1)C(=O)N(C)C[C@@H](OC)[C@H](C)CN(Cc1cccc(F)c1)[C@H](C)CO2	5	-7	-1	-2	-2	-5	18
10	Fc1ccc(-c2cnn3c(-c4cccs4)ccnc23)cc1	6	33	-2	-2	0	.	.
11	COc1ccc(-c2sc3cc4c(cc3c2-c2ccc3c(c2)OCCO3)OCO4)cc1	2	-7	7	0	-9	-11	0
12	O=C(CN1CCOCC1)Nc1cccc(C(=O)Nc2cccc(C(F)(F)F)c2)c1	.	.	.	.	-3	0	-14
13	CCc1ccc([C@H]2[C@@H]3C(=O)C[C@@H]4C(=O)N(c5ccccc5)C(=O)[C@@H]4[C@@H]3CN2S(=O)(=O)c2ccc(C)cc2)cc1	-3	.	1	-2	-10	0	-3
14	Cc1cc(C)cc(NC(=S)NCCCO)c1	0	-5	3	3	-4	.	.
15	O=C(CSc1nc2ccccc2c(=O)[nH]1)Nc1ccccc1N1CCOCC1	0	7	0	-1	.	3	-3
16	COc1ccccc1Nc1nc2ccccc2n2cnnc12	1	-1	-1	-3	-4	20	21
17	C[C@H](CO)N1C[C@H](C)[C@@H](CN(C)Cc2ccc(C(F)(F)F)cc2)Oc2ccc(NC(=O)Cc3cn(C)c4ccccc34)cc2CC1=O	-6	2	-1	0	2	0	115*
18	Cc1ccc(CNC(=O)c2ccc(S(=O)(=O)N3CCCC3)cc2)cc1	-2	-6	-2	0	-1	2	-1
19	CC1Cc2cc(S(=O)(=O)N3CCC(C(=O)N4CCN(c5ccccc5F)CC4)CC3)ccc2N1C(=O)C1CC1 (configuration not stated)	-4	6	0	-2	1	-9	-14
20	O=C1N[C@@H](Cc2ccccc2)COC(=O)[C@@H](Cc2ccc(F)cc2)CC/C=C/C[C@@H]1CC(=O)N(CCO)Cc1ccccc1	-39	11	0	-1	-16	1	-12
21	CCc1ccc(NC(=O)C(=O)N/N=C(\C)CC(=O)NCCOC)cc1	2	-22	22	1	-10	.	.
22	CNC[C@@H]1Oc2ccc(N(C)C)cc2C(=O)N([C@@H](C)CO)C[C@H]1C	-1	12	-2	4	-4	.	.
23	CC(C)NC(=O)Nc1ccc2c(c1)C(=O)N([C@H](C)CO)C[C@@H](C)[C@H](CN(C)CC1CCCCC1)OCCCC[C@H](C)O2	-3	8	4	8	-1	-3	.
24	C[C@@H]1CCCCO[C@H](CN(C)Cc2ccccc2)[C@@H](C)CN([C@H](C)CO)C(=O)c2cc(NC(=O)Nc3cccc4ccccc34)ccc2O1	0	-10	0	-5	6	-7	.
25	COCCN1CCN(C(=O)C2CCC(=O)N(CCc3ccccc3)C2)CC1 (configuration not stated)	4	-4	-1	-1	11	1	-17
26	O=[N+]([O-])c1cccc(/C=N/N=C\c2ccccc2)c1	-3	-37	-5	-2	8	29	9
27	CC(C)COC(=O)N(C)C[C@@H]1OCc2ccccc2-c2c(n(C)c3ccccc23)C(=O)N([C@H](C)CO)C[C@H]1C	1	30	4	10	-11	7	52
28	CO[C@@H]1CN(C)C(=O)c2cc(NC(C)=O)ccc2OC[C@@H](C)N(CCC(F)(F)F)C[C@H]1C	-2	-11	4	10	1	0	-2
29	COc1ccc(/C=N/Nc2nc3ccccc3c(=O)[nH]2)cc1	.	.	.	.	-6	45*	17
30	CN1C(=O)c2cc(NC(=O)c3cccc(F)c3)ccc2OC[C@@H]2O[C@H](CC(=O)Nc3ccccc3)CC[C@H]21	-3	37	-1	4	-4	-4	-23
31	CCOc1ccccc1NC(=O)c1ccc(S(=O)(=O)N2CCCCC2)cc1	3	-15	-1	5	0	2	36
32	CO[C@H]1CN(C)C(=O)c2cc(NC(=O)C3CC3)ccc2OC[C@@H](C)N(Cc2nccs2)C[C@H]1C	16	6	2	-4	-5	-3	13
33	CCc1nc2ccc(C(=O)N3CCN(C(=O)c4ccco4)CC3)cn2c1N(C)Cc1nccs1	-4	26	-3	.	7	2	-12
34	C=CC[C@@H](CC(=O)N(CCO)Cc1ccccc1)C(=O)N[C@@H](COC(=O)[C@H](CC=C)CC(=O)OC(C)(C)C)Cc1c[nH]c2ccccc12	-3	.	-10	-3	9	6	4
35	CCn1c(SCC(=O)N2CCCCCC2)nc2ccccc2c1=O	-3	-2	-1	1	5	10	4
36	CSc1ccccc1OCc1cc(C(=O)N[C@H]2CCCCNC2=O)no1	-12	-38	0	2	-1	66*	3
37	COc1ccc(C(=O)NC(=S)Nc2ccc(CN3CCOCC3)cc2)cc1Br	1	10	0	16*	0	1	-34
38	CO[C@H]1CN(C)C(=O)c2cc(NC(=O)C3CC3)ccc2OC[C@H](C)N(C(=O)NC(C)C)C[C@@H]1C	-7	-5	-3	0	-4	-2	-4
39	CCOC(=O)C1=C(C)OC(N)=C(C#N)C1c1cc2cc(C)ccc2nc1N1CCCCC1 (configuration not stated)	.	.	.	.	-3	31	0
40	CCCCCCn1c(SCC(=O)c2ccccc2)nc2c1c(=O)[nH]c(=O)n2C	-3	20	1	-2	-1	17	-14
41	CCCCNC(=O)C[C@@H]1C[C@@]2(C(=O)OCC)CCCC=C2N(Cc2ccc(Cl)cc2Cl)C1=O	-3	-9	2	3	2	.	.
42	CCNc1nc(SC)nc(N(C#N)CC(=O)OC)n1	-1	-2	3	-6	.	-4	14
43	C[C@H]1CN([C@@H](C)CO)C(=O)c2cccc(NC(=O)NC3CCCCC3)c2O[C@@H]1CN(C)CC1CC1	-3	-10	2	1	.	-4	4
44	COc1ccc(NC(=O)Cn2c([N+](=O)[O-])cnc2C)c(OC)c1	0	3	-2	0	-10	1	-4
45	COc1ccc(-c2noc(-c3ccc(Br)o3)n2)cc1	-1	.	-2	-6	1	.	.
46	O=C(N[C@H]1C=C[C@@H](CC(=O)N2CCN(c3ccccc3)CC2)O[C@H]1CO)c1ccccc1	0	3	-1	2	0	-2	6
47	O=C(NCC[C@@H]1CC[C@H](NS(=O)(=O)c2ccccc2)[C@H](CO)O1)c1ccccc1F	5	-6	-1	5	-1	3	4
48	COc1ccccc1NS(=O)(=O)c1cc([N+](=O)[O-])ccc1N/N=C/c1c[nH]c2ccccc12	.	.	.	.	-2	4	-11
49	O=C(NCCCN1CCOCC1)c1ccc2c(c1)N(Cc1c(F)cccc1Cl)C(=O)CS2	0	-1	-4	0	5	-5	3
50	COc1ccc(S(=O)(=O)Nc2ccc3c(c2)CC(=O)N([C@H](C)CO)C[C@@H](C)[C@@H](CN(C)CC2CC2)O3)cc1	40	-23	.	-2	-2	-3	-10
51	C/C(=N\NC(=O)CNc1cccc(C(F)(F)F)c1)c1cccs1	8	-38	2	-2	2	-4	3
52	O=C(O)c1ccc(OS(=O)(=O)c2ccc(Cl)s2)c(Cl)c1	2	-9	-5	-2	-4	-18	1
53	CC(=O)O[C@@H]1C=C[C@@H](C#Cc2ccc(C(C)(C)C)cc2)O[C@@H]1COC(=O)NC(C)C	-8	14	-3	.	2	.	.
54	C[C@H](NC(=O)C[C@H]1C[C@H]2c3cc(N(C)C)ccc3O[C@H]2[C@H](CO)O1)c1ccccc1	16	2	2	4	.	-1	-2
55	CC(C)C(Cl)=NOC(=O)Nc1ccc(F)cc1	-42	47	11	.	.	.	.
56	FC(F)Oc1ccc(/C=N/n2c(Cc3ccc(Br)cc3)n[nH]c2=S)cc1	-5	10	3	1	8	-3	16
57	Cn1c(CCNC(=O)c2ccccc2F)nnc1SCC(=O)Nc1ccccc1F	-4	4	1	-2	.	5	5
58	O=C1CCCc2sccc2N1	-19	-5	3	-4	.	-9	22
59	O=C(CSc1nccn1-c1ccccc1)NCc1ccc(F)cc1	8	21	0	4	-1	8	5
60	O=C(NC(=S)Nc1ccc(CN2CCOCC2)cc1)c1ccc2c(c1)OCCO2	3	-20	-2	-3	-7	.	.

Looked up by compound from the list above (2):
entry	SMILES	S100A4 inh HTS	LGR2 antag	Casp6 inh	SIRT5 inh	FN deposition inh	esBAF inh	C2C12 statin
54	C[C@H](NC(=O)C[C@H]1C[C@H]2c3cc(N(C)C)ccc3O[C@H]2[C@H](CO)O1)c1ccccc1	16	2	2	4	.	-1	-2
42	CCNc1nc(SC)nc(N(C#N)CC(=O)OC)n1	-1	-2	3	-6	.	-4	14

Further structures
entry	SMILES	S100A4 inh HTS	LGR2 antag	Casp6 inh	SIRT5 inh	FN deposition inh	esBAF inh	C2C12 statin
61	O=C([C@H]1N[C@H]2c3ccc(C4=CCCCC4)c(=O)n3C[C@H]2[C@@H]1CO)N1CCC(Cc2ccccc2)CC1	-29	-1	-2	-12	.	7	8
62	COCC(=O)N1[C@@H]2c3ccc(-c4ccccc4)c(=O)n3C[C@H]1[C@H](CO)[C@H]2C(=O)NCc1ccccn1	-7	2	-2	-36	.	-3	-14
63	CCC1Oc2ccccc2N(CC(=O)NCCN2CCc3ccccc3C2)C1=O (configuration not stated)	1	9	-8	-1	.	3	8
64	COc1ccc(NC(=O)CSc2nnnn2Cc2ccccc2)cc1	-3	16	-2	-1	-12	.	.
65	C[C@H](CO)N1C[C@H](C)[C@@H](CN(C)C(=O)Nc2cccc3ccccc23)OCCCC[C@H](C)Oc2ccc(NC(=O)C3CCCCC3)cc2C1=O	2	-10	7	0	.	7	.
66	C=CCn1c(=O)c2c(nc3n2CCCN3CCc2ccc(OC)c(OC)c2)n(C)c1=O	-3	-16	-23	-6	3	-2	-2
67	O=C(C[n+]1cccc(CNC(=O)c2ccc(OC(F)F)cc2)c1)Nc1ccc(F)cc1	-1	2	3	-9	5	.	.
68	CO[C@H]1CN(C)C(=O)c2cc(NS(=O)(=O)c3ccc(C)cc3)ccc2OC[C@@H](C)N(C(=O)NC(C)C)C[C@H]1C	4	0	0	-4	-39	4	4
69	CCCOc1ccc(N2C(=O)CC(N3CCN(c4ccccc4OC)CC3)C2=O)cc1 (configuration not stated)	-3	6	2	.	-13	3	12
70	COc1ccc(Cc2noc(CN(C)CCc3ccccc3)n2)cc1OC	1	-10	0	-1	0	-3	28

Record cards (already shown).
C=CCn1c(=O)c2c(nc3n2CCCN3CCc2ccc(OC)c(OC)c2)n(C)c1=O across the screens: S100A4 inh HTS: -3; LGR2 antag: -16; Casp6 inh: -23; SIRT5 inh: -6; FN deposition inh: 3; esBAF inh: -2; C2C12 statin: -2
O=C([C@H]1N[C@H]2c3ccc(C4=CCCCC4)c(=O)n3C[C@H]2[C@@H]1CO)N1CCC(Cc2ccccc2)CC1 across the screens: S100A4 inh HTS: -29; LGR2 antag: -1; Casp6 inh: -2; SIRT5 inh: -12; FN deposition inh: .; esBAF inh: 7; C2C12 statin: 8

SIRT5 inh, entries above that show a hit
item | Structure | S100A4 inh HTS | LGR2 antag | Casp6 inh | SIRT5 inh | esBAF inh
37 | COc1ccc(C(=O)NC(=S)Nc2ccc(CN3CCOCC3)cc2)cc1Br | 1 | 10 | 0 | 16* | 1
